# PKM2 act: activators of human pyruvate kinase M2; Potency, µM (series often up to 57.5 µM), inactives show top-dose activation, actives largely listed as activators; 0.34% of 260,000 active; purified PKM2, Kinase-Glo ATP luminescence, activation; response scale: 0% is enzyme alone, no compound; P14618; further: potency means the concentration at half of the fitted maximal effect; on the % scale 0 is the no-effect control and ±100 the full control effect; nearly all actives have a fitted effect of over 55% in size
# Target sequence (P14618 whole entry, looked up): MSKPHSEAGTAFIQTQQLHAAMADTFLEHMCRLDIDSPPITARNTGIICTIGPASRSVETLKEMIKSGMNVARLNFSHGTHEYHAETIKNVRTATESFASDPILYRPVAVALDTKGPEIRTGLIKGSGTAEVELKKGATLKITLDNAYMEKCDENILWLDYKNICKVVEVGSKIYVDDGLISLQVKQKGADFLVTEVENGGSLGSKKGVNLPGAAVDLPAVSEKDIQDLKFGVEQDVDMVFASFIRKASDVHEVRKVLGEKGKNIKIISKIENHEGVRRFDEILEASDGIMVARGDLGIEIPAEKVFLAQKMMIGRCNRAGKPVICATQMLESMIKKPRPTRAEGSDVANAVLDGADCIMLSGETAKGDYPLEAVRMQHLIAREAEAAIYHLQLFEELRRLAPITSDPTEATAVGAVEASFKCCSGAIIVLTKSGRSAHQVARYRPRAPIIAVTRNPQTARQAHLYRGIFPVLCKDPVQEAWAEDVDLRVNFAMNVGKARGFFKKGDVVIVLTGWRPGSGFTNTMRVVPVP
#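 Purified hPK-M2 (>95%) run at intermediate activity with 0.1 mM ADP and 0.5 mM PEP in 50 mM imidazole pH 7.2, KCl, MgCl2; 1 h room temperature. ATP formed read by Kinase-Glo luminescence; normalized to uninhibited and no-enzyme controls.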
# BRCA1 expr up: activators of BRCA1 expression; AID 624202; 1.1% of 380,000 active; Potency, µM (top dose mostly 46.1 µM), without a hit: at the top dose activation, usual class: activators; MCF7-BRCA1-FFLuc reporter, luminescence, 48 h; response scale: scaled: vehicle 0%, 10 µM genistein 100%; further: potency means the concentration at half of the fitted maximal effect; nearly all actives have a fitted effect of over 80% in size; some results filed as inactive show a strong effect at the top dose
#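 Using MCF7 cells harboring a BRCA1 firefly luciferase reporter, plated 2 h before compound pinning, the screen measured luminescence after 48 h incubation. Responses were normalized to DMSO and 10 microM genistein, then fitted for concentration-effect.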
# ELG1 genotox: genotoxicity induction in ELG1-luciferase HEK293T cells; HEK293T ELG1-luciferase reporter, luminescence, 16 h; Potency, µM (top dose mostly 46 µM), inactives show at the highest dose activity change, positive = activation, hits mostly activators; 1.3% of 330,000 active; further: potency means the concentration at half of the fitted maximal effect; % of control where 0% means no effect; nearly all actives have a fitted effect of over 60% in size
#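 Step 1: seed 2,000 HEK293T ELG1-luciferase cells per well. Step 2: add compound or DMSO, incubate 16 hr at 37 °C. Step 3: ONE-Glo, 30 min at room temperature, read luminescence.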
# Giardia kill: kills Giardia lamblia. Giardia lamblia trophozoite viability. activity change, % at 7.66 µM, hits read low. 0.15% of 340,000 active. AID 540267; in the data active means activity change below about -80%; inconclusive means between about -30% and that limit;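 further: parasites exposed to compound for two days anaerobically before the ATP read; on the % scale 0 is the no-effect control and ±100 the full control effect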
#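 Killing of trophozoites was scored by loss of ATP luminescence after a 48 hrs anaerobic exposure to compounds at 37 deg C, using 100 cells per well.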
# FLuc modulator: counter-screen for miR-21 project: firefly luciferase inhibitors or activators; P08659; purified FLuc, Km substrates, luminescence inhibition; Potency, µM (titrated, usually from 57.5 µM), without a hit: at the highest dose activity change, negative = inhibition, actives largely listed as inhibitors; 6.9% of 360,000 active; AID 588342;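 further: potency means the concentration at half of the fitted maximal effect; plate controls were vehicle for no effect and reference inhibitor for full effect; nearly all actives have a fitted effect of over 55% in size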
#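 Purified P. pyralis luciferase, 10 nM final, with Km-level 10 uM D-luciferin and 10 uM ATP in 50 mM Tris acetate pH 7.5, 10 mM Mg acetate, 0.01% Tween-20, 0.05% BSA; 6-point qHTS titration about 60 µM downward; luminescence read.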
# RORg inh: inhibitors of mouse ROR gamma transcriptional activity | Potency, µM (series often up to 53.6 µM), for inactives: at the highest dose activity change, negative = inhibition, actives largely listed as inhibitors | P51450 | 5.4% of 310,000 active | Drosophila S2 Gal4-RORgamma UAS-luciferase reporter, 20 h | AID 2551; further: potency means the concentration at half of the fitted maximal effect; on the % scale 0 is the no-effect control and ±100 the full control effect; nearly all actives have a fitted effect of over 60% in size
# Target sequence (P51450 whole entry, looked up, the tested form may be a part): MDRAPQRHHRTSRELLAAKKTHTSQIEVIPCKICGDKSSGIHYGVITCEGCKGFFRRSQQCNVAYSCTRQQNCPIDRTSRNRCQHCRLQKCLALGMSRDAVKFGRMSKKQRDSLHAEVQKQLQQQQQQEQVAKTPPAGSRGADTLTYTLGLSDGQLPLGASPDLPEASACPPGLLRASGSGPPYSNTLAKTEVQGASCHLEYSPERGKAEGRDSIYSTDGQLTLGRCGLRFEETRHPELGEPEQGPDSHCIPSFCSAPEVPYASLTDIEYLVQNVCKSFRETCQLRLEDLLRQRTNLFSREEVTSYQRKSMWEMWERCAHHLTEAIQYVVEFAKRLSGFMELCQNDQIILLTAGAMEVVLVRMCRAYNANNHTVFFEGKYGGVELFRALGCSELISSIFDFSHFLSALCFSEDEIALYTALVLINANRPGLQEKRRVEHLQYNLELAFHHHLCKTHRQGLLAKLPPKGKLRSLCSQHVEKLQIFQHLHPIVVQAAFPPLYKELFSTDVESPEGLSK
#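 Stably transfected Drosophila Schneider cells are the test system, with ROR gamma fused to Gal4 and luciferase under UAS control; luminescence is read after 20 hr of 700 uM copper sulfate induction at ambient temperature.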
# VP16 counter: inhibits Gal4-VP16 luciferase reporter, ROR gamma counter-screen. Drosophila S2 Gal4-VP16 UAS-luciferase, luminescence, 20 h. Potency, µM (top dose mostly 53.6 µM), inactives show at the highest dose activity, negative = inhibition, hits mostly inhibitors. 3.5% of 310,000 active;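 further: Gal4-VP16 expression switched on by copper sulfate through the metallothionein promoter; potency means the concentration at half of the fitted maximal effect; on the % scale 0 is the no-effect control and ±100 the full control effect; nearly all actives have a fitted effect of over 50% in size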
# NPC1 prom act: NPC1 promoter activation; Potency, µM (doses to about 9.22 µM), for inactives: at the highest dose activation, hits mostly activators; 2.4% of 320,000 active; Huh7 NPC1 promoter luciferase reporter, 24 h;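 further: potency means the concentration at half of the fitted maximal effect; % of control where 0% means no effect; nearly all actives have a fitted effect of over 60% in size; reporter is driven by a mutant NPC1 promoter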
#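 Luminescence from an NPC1 promoter-driven luciferase reporter in stably transfected Huh7 cells was measured after 24 h compound treatment at 37 °C, followed by 10 min ambient incubation with luciferase detection reagent.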
# Rab9 prom act: activates the Rab9 promoter. Huh7 Rab9 promoter-luciferase reporter, luminescence, 24 h. AID 485297. Potency, µM (titrated, usually from 9.22 µM), for the others: at the top dose activation, negative = inhibition, actives largely listed as activators. 2.8% of 320,000 active; further: potency means the concentration at half of the fitted maximal effect; % of control where 0% means no effect; nearly all actives have a fitted effect of over 60% in size
#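 Promoter activation is measured as luciferase luminescence in Huh7 cells stably transfected with a Rab9 promoter–luciferase construct, following 24 h compound exposure at 37 °C and 10 min reagent incubation at ambient temperature.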
# p53 reactivator: re-activators of mutant p53; AID 504706; Potency, µM (doses to about 92.2 µM), without a hit: top-dose activity change, positive = activation, most hits filed as activators; H1299 p53-A138V BP100-luciferase reporter, luminescence, 24 h; 0.063% of 320,000 active; further: potency means the concentration at half of the fitted maximal effect; % of control where 0% means no effect; nearly all actives have a fitted effect of over 45% in size
#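 H1299 (p53-null), stable ts p53-A138V + BP100-Luc; 1000 cells/well, Opti-MEM/10% FBS; cpd 4 pt, 1:5; 24 h, 37 deg C, 5% CO2; detection reagent 10 min RT; luminescence.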
# Menin MLL FP TR: menin-MLL binding inhibition, Texas Red mutant peptide; Potency, µM (titrated, usually from 61.6 µM), for inactives: top-dose FP activity change, negative = inhibition, hits mostly inhibitors; Menin + Texas Red MLL mutant peptide, fluorescence polarization; 0.23% of 270,000 active; AID 1768; O00255; active means well fitted inhibition curve with a large enough effect in the polarisation, with a control signal flat, not every such curve was filed as active; inconclusive means small, poorly fitted or top-dose-only effect, or effect the other way, or a change in a side signal; inactive means no such curve, though single readings can be large or run the other way; the % refers to the polarisation; further: potency means the concentration at half of the fitted maximal effect; % of control where 0% means no effect; many of its hits are not listed in these tables
# Active calls of the source: *; u = inconclusive; x = not tested or not shown; [ ] = another dose, or the depositor's remark. Unless noted, the call rests on the fitted dose curve; in most records, active means well fitted curve in the direction sought with a large enough effect; inconclusive means small, poorly fitted or top-dose-only effect, or another doubt; inactive means no such curve, though single readings can be large; an effect the other way counts as inactive or inconclusive. These rows are one share of the data; the hit share may differ from the screen's.
smiles	ELG1 genotox	PKM2 act	Rab9 prom act	p53 reactivator	BRCA1 expr up	FLuc modulator	NPC1 prom act	Menin MLL FP TR	RORg inh	Giardia kill	VP16 counter
COc1ccc(C(=O)NN/C(=N/S(=O)(=O)c2ccc(C)cc2)c2ccccc2)cc1	u	-3%	2.5µM*	13%	0%	5.4µM*	2.8µM*	x	-42%	-3	u
COc1ccc(CCNC(=O)c2ccc(CN3CCC(Cc4ccccc4)CC3)cc2)cc1	1%	-5%	-10%	-7%	-27%	2%	-2%	-6%	8%	18	-10%
O=C(Nc1nnc(-c2cc(Cl)ccc2Cl)o1)c1ccco1	u	x	19%	3%	28%	6µM*	16%	x	x	-11	x
O=C1C2C3c4ccccc4C(c4ccccc43)C2C(=O)N1CN1CCOCC1 (configuration not stated)	-6%	1%	-1%	-20%	16%	6%	0%	-1%	16%	-19	-7%
Cc1ccc(NC(=O)N2CCCC2c2cccs2)cc1 (configuration not stated)	12%	-1%	u	1%	6%	-20%	u	-2%	20%	13	-7%
Cc1cccc(C)c1NS(=O)(=O)c1ccc(OCCNS(C)(=O)=O)cc1	-5%	1%	0%	1%	-15%	-3%	-5%	2%	12%	-10	-2%
O=C(c1ccc(NS(=O)(=O)c2ccc(F)cc2)cc1)N1CCCCCC1	-9%	x	-2%	-3%	-6%	2%	-4%	x	x	-10	x
O=C(COc1ccc(Cl)cc1Cl)N1CCCCCC1	13%	-5%	5%	7%	41%	u	5%	-9%	16%	8	12%
CN(CC(=O)NCCc1ccccc1)S(=O)(=O)c1ccc(Br)cc1	-1%	-2%	7%	-1%	-2%[1.84 µM]	2%	-1%	13%	19%	7	-6%
O=C1CCCCN1CCCC(=O)N1CCCC(Nc2ccccc2)C1 (configuration not stated)	4%	-2%	4%	1%	-17%	-4%	1%	6%	9%	6	5%
Cc1ccc(C(=O)NC2CCCCCCC2)c(Cl)c1	1.5µM*	-8%	0.32µM*	1%	25%	0.76µM*	0.32µM*	-19%	7.1µM*	u	8.9µM*
O=C1C2C3C=CC(C3)C2C(=O)N1c1ncn[nH]1 (configuration not stated)	-1%	-3%	-4%	2%	0%	-1%	-8%	-10%	-8%	-25	-5%
OC(c1ccccc1)C1CN(Cc2ccccc2)CCC1(O)c1ccccc1 (configuration not stated)	0%	0%	2%	-4%	-1%	-4%[2.3 µM]	2%	-7%	-2%	-23	15%
COc1cc(/C=N/NC(=O)CCC(=O)Nc2ccc(F)cc2)ccc1O	-1%	x	-6%	11%	-12%	3%	-7%	11%	37%	-17	-5%
CCOc1ccc(N2C(=O)Nc3ccccc3C2(O)C(=O)N2CCN(c3ccccn3)CC2)cc1 (configuration not stated)	3%	8%	12%	1%	-28%	-23%	-4%	1%	20%	1	8%
Cc1sc2ncnc(Sc3nc4ccccc4s3)c2c1C	3%	7%	-5%	15%	x	-18%	-5%	8%	u	x	24%
CCCNC(=O)NC1CCCc2ccccc21 (configuration not stated)	0%	1%	-5%	10%	1%	-1%	-8%	-2%	5%	-12	7%
Cc1oc(S(=O)(=O)N2CCOCC2)cc1C(=O)Nc1ccc(Cl)cc1	1%	-1%	-5%	-1%	-37%	-2%	-5%	x	31%	-2	-3%
N#Cc1cc2c(nc1SCc1cccnc1)CCCCC2	x	14%	x	x	27%	-7%	x	-1%	-21%	-4	8%
COc1cccc(NC(=O)CN(C)CC(=O)c2c(N)n(Cc3ccccc3)c(=O)n(C)c2=O)c1	2%	x	2%	24%	3%	x	-2%	x	x	2	x

# Looked up by structure from the entries so far:
smiles	ELG1 genotox	PKM2 act	Rab9 prom act	p53 reactivator	BRCA1 expr up	FLuc modulator	NPC1 prom act	Menin MLL FP TR	RORg inh	Giardia kill	VP16 counter
CCOc1ccc(N2C(=O)Nc3ccccc3C2(O)C(=O)N2CCN(c3ccccn3)CC2)cc1 (configuration not stated)	3%	8%	12%	1%	-28%	-23%	-4%	1%	20%	1	8%
N#Cc1cc2c(nc1SCc1cccnc1)CCCCC2	x	14%	x	x	27%	-7%	x	-1%	-21%	-4	8%
Cc1ccc(C(=O)NC2CCCCCCC2)c(Cl)c1	1.5µM*	-8%	0.32µM*	1%	25%	0.76µM*	0.32µM*	-19%	7.1µM*	u	8.9µM*
Cc1oc(S(=O)(=O)N2CCOCC2)cc1C(=O)Nc1ccc(Cl)cc1	1%	-1%	-5%	-1%	-37%	-2%	-5%	x	31%	-2	-3%
O=C1C2C3c4ccccc4C(c4ccccc43)C2C(=O)N1CN1CCOCC1 (configuration not stated)	-6%	1%	-1%	-20%	16%	6%	0%	-1%	16%	-19	-7%

# Remaining list, next part.
smiles	ELG1 genotox	PKM2 act	Rab9 prom act	p53 reactivator	BRCA1 expr up	FLuc modulator	NPC1 prom act	Menin MLL FP TR	RORg inh	Giardia kill	VP16 counter
O=C(Nc1ccccc1O)c1c(O)c2c([nH]c1=O)CCCC2	u	-1%	3.5µM*	13%	25%	7.6µM*	u	u	-36%	7	u
Cc1nc(N)nc(COc2ccccc2)n1	15%	-5%	u	12%	u	u	u	x	-12%	5	7%
CCN(CC(=O)Nc1c(F)cccc1F)C(=O)c1ccc(=O)n(Cc2ccccc2)n1	-3%	-2%	3%	-1%	-11%	3%	0%	x	-26%	-17	-2%
Cc1ccc(CCNC(=O)CN2C(=O)COc3ccccc32)cc1	-1%	7%	-1%	-6%	5%	-2%	-2%	1%	3%	12	10%
Cc1cc[n+](Cc2ccc([N+](=O)[O-])cc2)cc1	2%	-1%	12%	-3%	7%	-1%	3%	-4%	38%	-6	0%
COCCCn1c(C)nnc1-c1cnn(-c2ccccc2)c1N	-1%	3%	-2%	-2%	24%	6%	-1%	2%	-8%	11	5%
CC(=O)NS(=O)(=O)c1ccc(NC(=O)CCC2CCCC2)cc1	8%	0%	-3%	-4%	-18%	3%	-2%	5%	28%	1	9%
Cc1cc(C(=O)CSc2nc3ccccc3c(=O)n2C)c(C)n1Cc1ccc2c(c1)OCO2	-10%	25%	-49%[inhibitor]	-4%	-71%	-2%	-42%[inhibitor]	-4%	20%	12	-17%
O=C1NC2(CCCC2)C(=O)N1CCS(=O)(=O)Oc1ccccc1	-4%	0%	-1%	1%	4%	5%	-2%	0%	-16%	-6	-3%
COc1ccc2c(c1)c(C(=O)CN1CCN(Cc3ccccc3)CC1)c(C)n2C	0%	-6%	-3%	-7%	-6%	1%	-3%	x	1%	28	-16%
COc1ccc(S(=O)(=O)N/N=C\c2ccccc2F)cc1	1%	5%	6%	9%	0%	3%	1%	11%	2%	-4	0%
CN(C)c1cc[n+](CC(=O)c2ccc(Br)cc2)cc1	-6%	4%	-10%	1%	-48%	-1%	-18%	-7%	5%	1	-6%
O=C(N/N=C/c1ccc(Sc2ccccn2)o1)c1cccc([N+](=O)[O-])c1	-7%	-11%	0%	-3%	-22%	-10%	0%	5%	4µM*	-1	11µM*
O=C(Oc1ccc(N(Cc2cccs2)C2=NS(=O)(=O)c3ccccc32)cc1)c1ccc(Cl)cc1	-5%	0%	-2%	-3%	0%	1%	-2%	-2%	u	2	-3%
CN(C)CCOC(=O)c1sc2ccccc2c1Cl	-10%	3%	-7%	-2%	-12%	u	1%	-9%	0%	-9	-3%
O=C(CN1C(=O)NC2(CCCc3ccccc32)C1=O)c1ccc(F)cc1 (configuration not stated)	-4%	x	8%	15%	0%	-13%	5%	x	x	4	x
COC(=O)c1cc(-c2ccc3c(c2)OCO3)nc2ccccc12	-6%	2%	1%	-4%	-39%	17µM*	-10%	u	19%	-13	4%
COc1ccc(C2c3ccc(O)cc3Oc3ncn(Cc4ccccc4)c(=N)c32)cc1OC (configuration not stated)	-2%	1%	-1%	-9%	0%	0%	-3%	x	-15%	1	-8%
Cc1ccc(CNC(=O)CSc2ccsc2[N+](=O)[O-])cc1	u	-1%	1.4µM*	u	u	u	u	21%	26%	-88*	u
O=S(=O)(NC(=S)c1ccccc1)c1ccc(F)cc1	-6%	-1%[11.5 µM]	0%	7%	3%	3%	-1%	-7%	11µM*	6	u
